CBFb-RUNX1 inh: CBF-beta/RUNX1 interaction disruption | Q01196+Q13951 | AlphaScreen CBFb-His/RUNX1-biotin binding, biochemical | Potency, µM (top dose mostly 59.8 µM), for inactives: top-dose activity, negative = inhibition, hits mostly inhibitors | 230,000 tested, under 10 active | AID 1477; also: % of control where 0% means no effect
Target sequence (Q01196 whole entry, looked up): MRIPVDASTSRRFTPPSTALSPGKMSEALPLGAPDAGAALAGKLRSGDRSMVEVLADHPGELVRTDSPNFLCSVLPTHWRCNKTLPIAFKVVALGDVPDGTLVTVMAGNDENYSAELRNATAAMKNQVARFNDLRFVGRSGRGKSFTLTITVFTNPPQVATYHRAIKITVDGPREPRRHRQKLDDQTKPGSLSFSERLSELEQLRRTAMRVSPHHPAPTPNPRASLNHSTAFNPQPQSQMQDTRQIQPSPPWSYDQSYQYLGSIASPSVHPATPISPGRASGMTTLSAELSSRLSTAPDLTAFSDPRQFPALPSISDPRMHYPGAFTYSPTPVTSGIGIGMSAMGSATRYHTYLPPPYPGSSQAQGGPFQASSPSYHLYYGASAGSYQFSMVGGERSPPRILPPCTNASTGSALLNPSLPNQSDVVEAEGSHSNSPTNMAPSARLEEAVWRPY
Target sequence (Q13951 whole entry, looked up): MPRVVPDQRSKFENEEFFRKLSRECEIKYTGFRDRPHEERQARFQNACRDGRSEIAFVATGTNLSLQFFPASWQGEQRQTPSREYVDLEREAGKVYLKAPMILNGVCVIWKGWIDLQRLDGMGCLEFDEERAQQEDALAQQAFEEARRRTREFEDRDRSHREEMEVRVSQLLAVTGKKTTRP
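Interaction loss through any mechanism counts as activity. Pre-formed complex of His-CBF-beta and biotin-RUNX1 (30 nM apiece) is incubated with compound 15 min, then with 50 ng nickel and 50 ng streptavidin beads for 90 min before AlphaScreen detection.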
L3MBTL1 inh: inhibitors of human L3MBTL1; Potency, µM (titrated, usually from 57.1 µM), without a hit: at the highest dose activity, negative = inhibition, actives largely listed as inhibitors; Q9Y468; AID 485360; hit rate 0.66% among 230,000; AlphaScreen L3MBTL1–H3K9me1 peptide binding; also: potency is read from the fitted curve at half-maximal effect; % is scaled to controls: 0 for no effect and ±100 for the full control effect; nearly all actives have a fitted effect of over 60% in size
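First, the protein-peptide complex forms for 30 min at room temperature (L3MBTL1 50 nM, biotinylated H3K9me1 peptide 75 nM). Next, compounds are pin-transferred and incubated 30 min. Finally, AlphaScreen beads are added and read after 30 min.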
NPSR antagonist: neuropeptide S receptor (human) antagonism, cAMP; hit rate 1% among 220,000; Q6W5P4; CHO-NPSR cells, cAMP TR-FRET, antagonist mode; Potency, µM (series often up to 38.3 µM), without a hit: at the top dose activity change, negative = inhibition, usual class: inhibitors; also: potency is read from the fitted curve at half-maximal effect; % is scaled to controls: 0 for no effect and ±100 for the full control effect; nearly all actives have a fitted effect of over 50% in size; many of its hits are not listed in these tables
Target sequence (Q6W5P4 whole entry, looked up): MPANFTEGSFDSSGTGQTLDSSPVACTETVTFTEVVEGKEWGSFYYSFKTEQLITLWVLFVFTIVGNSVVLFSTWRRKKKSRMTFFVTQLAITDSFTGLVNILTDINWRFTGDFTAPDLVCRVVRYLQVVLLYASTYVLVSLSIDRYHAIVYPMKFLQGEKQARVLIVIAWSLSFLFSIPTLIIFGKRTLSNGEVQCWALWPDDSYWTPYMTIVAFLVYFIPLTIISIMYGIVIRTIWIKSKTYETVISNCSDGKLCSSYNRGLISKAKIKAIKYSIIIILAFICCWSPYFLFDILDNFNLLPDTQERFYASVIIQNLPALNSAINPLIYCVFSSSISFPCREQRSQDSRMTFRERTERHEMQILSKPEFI
Epigenetic reg: regulators of epigenetic silencing causing reporter derepression in mouse cells; murine LDR cells, GFP reporter derepression, 30 h; Potency, µM (top dose mostly 53.9 µM), for the others: at the highest dose GFP activation, usual class: activators; hit rate 0.2% among 280,000; also: potency is read from the fitted curve at half-maximal effect; % of control where 0% means no effect; nearly all actives have a fitted effect of over 60% in size
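Murine LDR cells carrying a silenced, genomically integrated CMV-driven GFP reporter were exposed to compound for 30 hours at 37 C. After PBS washes, GFP-positive cells (20–120 um objects) were counted by laser-scanning microplate cytometry.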
HTT aggregate: inhibitors of mutant huntingtin aggregate formation in PC12 cells | PC12 HttQ103-GFP aggregates, Acumen cytometry, 40 h | Potency, µM (top dose mostly 46.1 µM), for inactives: at the highest dose activity change, negative = inhibition, usual class: inhibitors | hit rate 1.1% among 220,000 | AID 1688; also: potency is read from the fitted curve at half-maximal effect; % is scaled to controls: 0 for no effect and ±100 for the full control effect; nearly all actives have a fitted effect of over 60% in size
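Compounds (qHTS titration) were added to PC12 cells expressing an ecdysone-driven HTT exon 1 Q103–GFP fusion after induction with 100 nM tebufenozide. Aggregate formation was measured as GFP objects in cell lysates.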
Luc counter: blocks Kinase-Glo luciferase, a counter-screen artifact | Kinase-Glo luciferase, ATP luminescence, 8 min | Potency, µM (titrated, usually from 38.3 µM), for the others: at the top dose activity change, negative = inhibition, actives largely listed as inhibitors | hit rate 0.28% among 200,000 | Q27757; also: potency is read from the fitted curve at half-maximal effect; % is scaled to controls: 0 for no effect and ±100 for the full control effect; nearly all actives have a fitted effect of over 60% in size
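Kinase-Glo luciferase light output from ATP and luciferin was measured with 10 uM ATP, within the enzyme's linear range. Buffer: 50 mM imidazole pH 7.2, 50 mM KCl, 7 mM MgCl2, 0.01% Tween 20, 0.05% BSA; luminescence read after 8 min at ambient temperature.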
IMPase Li cell: IMPase inhibition in cells with lithium potentiation; CHO-M1 cells, IP1 TR-FRET (IP-One), carbachol + lithium; Potency, µM (doses to about 59.4 µM), without a hit: at the highest dose activity, negative = IMPase inhibition, hits mostly inhibitors; hit rate 0.35% among 210,000;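 also: IP1 builds up when IMPase is blocked and the TR-FRET signal falls; potency is read from the fitted curve at half-maximal effect; plate controls were basal vehicle for no effect and high inhibitor control for full effect; nearly all actives have a fitted effect of over 50% in size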
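CHO-M1, 2000 cells/well, 16–30 h culture; cpd + low Li+, 30 min 37C; lysis with d2-IP1/Eu-anti-IP1 Ab, 10 min RT; TR-FRET 665/620 ratio and 620 channel; AC50 via Hill.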
* marks the source's active call; other numbers are inactive results; ? = inconclusive; / = not tested or not shown; & = joins results of further samples; [ ] = another dose, or the depositor's remark. Calls follow the shape of the dose curve; as a rule, active = well fitted curve in the direction sought with a large enough effect; inconclusive = small, poorly fitted or top-dose-only effect, or another doubt; inactive = no such curve, though single readings can be large; an effect the other way counts as inactive or inconclusive. These rows are one share of the data, so the mix of outcomes need not match the whole.

SMILES	CBFb-RUNX1 inh	L3MBTL1 inh	NPSR antagonist	Epigenetic reg	HTT aggregate	Luc counter	IMPase Li cell
COc1ccc(CNCC(=O)Nc2cc(C)nn2-c2nc(C)cc(C)n2)cc1OC	7%	7%	-10%	6.4%	29%[9.22 µM]	/	/
CCCOc1ccc(CCC(=O)N/N=C/c2ccco2)cc1	4%	1%	27%	2.9%	-18%[9.22 µM]	/	/
CC(=O)OC1CC2CCC1(C)C2(C)C (stereo unspecified)	?	/	/	-3.1%	9%	4%[39.9 µM]	0%
CCCNc1nc(NCC)nc(OC)n1	7%	0%	0%[46.1 µM]	1.9%	-4%	-3%	-24%[38.3 µM]
COc1ccc(N2C(=O)CC(Sc3nc(C)c4c(n3)CCCC4)C2=O)cc1 (stereo unspecified)	13%	-4%	3%[46.1 µM]	3.6%	11%	-6%	-18%[38.3 µM]
CCn1c(=S)[nH]c2scc(-c3cccs3)c2c1=O	-28%	3%	10µM*	-2.2%	?	0%	?
CCCCNC(=O)COC(=O)c1cc(C)nc2ccccc12	2%	/	5%[46.1 µM]	0.8%	-5%	-1%	-10%[38.3 µM]
Cc1ccc(Nc2nnc(SC3CCOC3=O)s2)c(C)c1 (stereo unspecified)	4%	-13%	12%	3.2%	-15%	0%	1%
CCCn1cc(CN2CCN(Cc3ccc(C)o3)C(CCO)C2)c(C)n1 (stereo unspecified)	5%	-1%	5%	-1.2%	-2%[9.22 µM]	/	0%
O=C(Cc1ccc(F)cc1)N/N=C/c1ccc2c(c1)OCO2	0%	4%	7%	5.1%	-6%[9.22 µM]	0%	0%
O=C(Cn1cnc2c(cnn2-c2ccc(Cl)cc2)c1=O)NC1CCCCC1	6%	-5%	-6%[46.1 µM]	0.0%	?	2%	6%[38.3 µM]
Cn1c(CNc2ccc(Cl)cc2)nnc1SCC#N	4%	-6%	-12%	2.5%	17%[9.22 µM]	0%	3%
C[C@]12C[C@H](O)[C@@H]3c4ccc(O)cc4CCC3[C@@H]1CCC2=O (stereo partly specified)	13%	/	6%	1.1%	-23%[9.22 µM]	/	/
CC(C)(C)OC(=O)NCCc1nnc(SCC(=O)c2ccc(Cl)cc2)o1	3%	11%	-11%[46.1 µM]	1.6%	-5%	0%	-3%[38.3 µM]
CSC1=NCCN1C(=O)c1c(F)cccc1Cl	1%	/	-5%[46.1 µM]	-2.9%	1%	-6%	-7%[38.3 µM]

2 entries from above, in CSV form:
Molecule,CBFb-RUNX1 inh,L3MBTL1 inh,NPSR antagonist,Epigenetic reg,HTT aggregate,Luc counter,IMPase Li cell
CC(C)(C)OC(=O)NCCc1nnc(SCC(=O)c2ccc(Cl)cc2)o1,3%,11%,-11%[46.1 µM],1.6%,-5%,0%,-3%[38.3 µM]
CSC1=NCCN1C(=O)c1c(F)cccc1Cl,1%,/,-5%[46.1 µM],-2.9%,1%,-6%,-7%[38.3 µM]

(more compounds)
SMILES	CBFb-RUNX1 inh	L3MBTL1 inh	NPSR antagonist	Epigenetic reg	HTT aggregate	Luc counter	IMPase Li cell
O=C(NNC(=O)c1n[nH]c(=O)c2ccccc12)c1ccc(Br)cc1	16%	/	9%	-0.1%	-18%[9.22 µM]	/	/
CCc1ccc(OCC(=O)Nc2ccc(S(=O)(=O)N3CCCC3)cc2)c(Br)c1	8%	/	-9%[46.1 µM]	-1.0%	15%	1%	39%[activator][38.3 µM]
CCCn1c(=O)c2ccccc2n2c(SCc3nc4ccccc4s3)nnc12	4%	-1%	-23%[46.1 µM]	-2.5%	-7%	-5%	14%[38.3 µM]
Cc1ccc(OCC(=O)c2cc(C)n(-c3ccccc3)c2C)c([N+](=O)[O-])n1	?	-10%	5%	1.1%	?	-3%	6%
Cc1ccc(Nc2nc(/N=C/N(C)C)n[nH]2)cc1C	3%	-8%	2%	-0.1%	7%	-2%	6%
CCOC(=O)c1c(C2COc3ccccc3O2)csc1N (stereo unspecified)	3%	/	-22%[46.1 µM]	1.3%	2%	-5%	19%[38.3 µM]
O=C(CCNC(=O)c1ccco1)Nc1cccc(Br)c1	15%	-7%	0%	-0.3%	11%	-3%	1%
CCOC(=O)N1CCC(=NNC(N)=O)CC1	-2%	-7%	2%	-2.7%	37%	4%	-3%
CCOc1ccc(C(=O)Nc2cc(-c3nc4ccccc4[nH]3)ccc2Cl)cc1[N+](=O)[O-]	?	-2%	15%	1.5%	13µM*	-5%	2%
CC(C)C1CC(c2ccccc2)(C(CN)CO)CCO1 (stereo unspecified)	2%	/	1%	-0.8%	-9%	2%	9%
O=C(Nc1ccccc1)c1ccc(N2CCN(c3ccccn3)CC2)c(S(=O)(=O)N2CCOCC2)c1	-6%	/	-30%[46.1 µM]	-3.6%	-2%	-1%	47%[activator][38.3 µM]
CC1(C)SC(=S)N(/N=C/c2ccccc2O)C1N(O)C(=O)Nc1ccccc1 (stereo unspecified)	-10%	-22%	?	6.2%	1%[9.22 µM]	/	/
Clc1ccccc1-c1nc(N/N=C/c2cccnc2)c2ccccc2n1	-1%	-1%	-19%[46.1 µM]	-0.8%	-33%	-6%	-1%[38.3 µM]
CCC(C)(C)n1nnnc1C(c1cccc(C#N)c1)N1CCN(c2cc(C)ccc2C)CC1 (stereo unspecified)	0%	-1%	-20%[46.1 µM]	0.7%	16%[9.22 µM]	-1%	13%[38.3 µM]
c1ccc(Nc2c3c(nc4ccccc24)CCC3)cc1	8%	4%[11.4 µM]	-59%	0.1%	-28%	-1%	19%
CC(NC(=O)C1CCC(CNc2c(N3CCCCC3)c(=O)c2=O)CC1)c1ccccc1 (stereo unspecified)	11%	/	7%	1.0%	-5%[9.22 µM]	/	/
CN(C)S(=O)(=O)c1cc(C(=O)NCC2CCCO2)c(Cl)cc1Cl (stereo unspecified)	3%	-1%	-3%[46.1 µM]	2.5%	7%	4%	61%[activator][38.3 µM]
CC1CC(C)CN(C(=O)c2ccc(CNc3c(N4CCCC4)c(=O)c3=O)cc2)C1 (stereo unspecified)	19%	/	4%	3.0%	-29%[9.22 µM]	/	/
CCc1cccc(NC(=O)C2CCCN(S(=O)(=O)c3c(C)[nH]c(=O)[nH]c3=O)C2)c1 (stereo unspecified)	9%	/	0%[46.1 µM]	-0.7%	21%	-2%	-2%[38.3 µM]
C/C(=N\NC(=O)c1ccc(CSc2nc(C)cc(C)n2)cc1)c1ccco1	-30%	-2%[11.4 µM]	-6%	-0.1%	-3%	0%	3%
COc1ccc(Cl)cc1NC(=O)CN(C)CC(=O)Nc1ccccc1C(F)(F)F	4%	/	-23%	2.2%	25%	1%	-2%
CCc1nnc(N2C(=O)c3ccccc3C2(O)c2ccccc2)s1 (stereo unspecified)	4%	/	-3%	1.0%	-10%[9.22 µM]	/	/
COc1ccc(NC(=O)CN2CCN(C3c4ccccc4-c4ccccc43)CC2)c(OC)c1	-3%	7%	-15%[46.1 µM]	-1.1%	-26%	1%	14%[38.3 µM]
O=C(CN(c1ccc(F)cc1)S(=O)(=O)c1ccc2c(c1)OCCO2)NCc1ccccc1	0%	/	-16%[46.1 µM]	1.5%	7%	-1%	28%[38.3 µM]
COc1ccccc1-c1nc(-c2ccc(Br)o2)no1	0%	/	-8%[46.1 µM]	-1.0%&12%	0%	?	-9%[38.3 µM]
COc1ccccc1Nc1nc(NCCO)c2ccccc2n1	1%	3%	7%[46.1 µM]	0.8%	?	-1%	-7%[38.3 µM]
O=C(CN(c1ccccc1)S(=O)(=O)c1ccccc1)N/N=C/c1ccc(OC2CSC2)cc1	0%	1%	-15%	-1.0%	-4%	3%	16%
COc1ccc(CCN2C(=O)CC(C(N)=O)SC2=Nc2ccc(F)cc2)cc1OC (stereo unspecified)	1%	-1%	-3%	1.1%	6%[9.22 µM]	-5%	3%
CCOC(=O)c1c(NC(=O)COC(=O)Cn2c(C(F)(F)F)nc3ccccc32)sc(C)c1C	-2%	1%	?	0.0%	17%	1%	4%[38.3 µM]
Cc1cc(C)n(C(=O)CNC(=O)c2ccco2)n1	4%	5%	12%[46.1 µM]	0.7%	7%	11%	5%[38.3 µM]

The last 2 compounds of the section above open the next one:
SMILES	CBFb-RUNX1 inh	L3MBTL1 inh	NPSR antagonist	Epigenetic reg	HTT aggregate	Luc counter	IMPase Li cell
CCOC(=O)c1c(NC(=O)COC(=O)Cn2c(C(F)(F)F)nc3ccccc32)sc(C)c1C	-2%	1%	?	0.0%	17%	1%	4%[38.3 µM]
Cc1cc(C)n(C(=O)CNC(=O)c2ccco2)n1	4%	5%	12%[46.1 µM]	0.7%	7%	11%	5%[38.3 µM]
O=C(Nc1cccc(Cl)c1)c1ccc2c(=O)n3c(nc2c1)CCCCC3	5%	-9%	?	-1.1%	-17%	-1%	2%[38.3 µM]
COCCCN1C(=O)c2ccc(C(=O)OCC(=O)NCCc3ccccc3)cc2C1=O	4%	6%	5%	-1.4%	-18%	-2%	-1%
CCCc1oc(C(=O)O)cc1CN	-7%	/	-6%[46.1 µM]	-0.3%	1%	-4%	11%[38.3 µM]
C/C(=N\OCC(=O)NCC(F)(F)F)c1cc2ccccc2o1	2%	6%	9%	0.0%	-10%	0%	-4%
CCN1C(=O)c2ccccc2S(=O)c2ccc(C(=O)N3CCCC3)cc21 (stereo unspecified)	0%	-9%	-10%[46.1 µM]	0.0%	1%	-2%	25%[38.3 µM]
CCOc1ccc(S(=O)(=O)NCCCN2CCCC2=O)cc1	-2%	5%	16%	-0.6%[10.1 µM]	-18%[9.22 µM]	-3%	0%
COc1ccccc1C(=O)N1CCCC(c2nc(-c3cc(OC)c(OC)c(OC)c3)no2)C1 (stereo unspecified)	0%	2%	-13%[46.1 µM]	0.0%	2%	3%	18%[38.3 µM]
O=C(N/N=C/c1ccc2c(c1)OCO2)c1cc(-c2ccncc2)nc2ccccc12	-3%	-5%	7%	-1.0%	21%	-11%	5%
CC(C)C(C)(C#N)NC(=O)CSc1nncn1-c1ccccc1 (stereo unspecified)	6%	16%	12%	-2.7%	6%	1%	0%
CCC(=O)NC(NC(=O)CC)C(Cl)Cl	4%	5%	-6%[46.1 µM]	0.1%	0%	-2%	-6%[38.3 µM]
O=C(O)C1CCCN(C(=O)NCc2ccccc2)C1 (stereo unspecified)	1%	3%	-10%[46.1 µM]	-0.9%	-2%	9%	-20%[38.3 µM]
O=C(N/N=C/c1ccco1)c1ccn[nH]1	-12%	-2%	9%	-1.7%	10%	-11%	10%
COc1cc(OC)c(OC)cc1/C=N/Nc1ncnc2c1[nH]c1ccccc12	1%	11%	-1%	-0.9%	5%	-4%	-4%
c1ccc(C2NCCn3cccc32)cc1 (stereo unspecified)	14%	-6%	6%[46.1 µM]	-1.9%	-3%	-4%	0%[38.3 µM]
